Abeta yeast res: A-beta toxicity reversal in yeast; yeast expressing A-beta42, growth rescue, OD600, 48 h; response scale: 0% DMSO, 100% iron-clioquinol control; Potency, µM (highest dose often 46.1 µM), for inactives: top-dose growth rescue, hits mostly activators; 410,000 tested, 0.063% active; AID 1347071; note: potency is the fitted concentration of half-maximal effect; nearly all actives have a fitted effect of over 55% in size
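Yeast growth medium received pinned compounds, then yeast cells expressing toxic A-beta were added; plates incubated at 30 C for 48 hr. Growth read as absorbance at 600 nm, normalized to DMSO and equimolar FeCl3 plus clioquinol controls.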
PLK1 PBD block: PLK1 (human) polo-box domain binding inhibition; AID 720504; 360,000 tested, 2.8% active; Potency, µM, for inactives: max response, negative = inhibition, usual class: inhibitors; Plk1 PBD binding of FITC phosphopeptide, fluorescence polarization; P53350; note: potency is the fitted concentration of half-maximal effect; series mostly up to about 57 µM; % is set by controls: 0 for no effect and ±100 for the full control effect; nearly all actives have a fitted effect of over 65% in size
IL-2 act: IL-2 activation; IL-2 activation reporter assay, cell-based qHTS; stimulated with anti-CD3/CD4/CD28 beads; in transgenic mouse T cells; AID 652025; activation, % (series mostly up to about 46 µM); 360,000 tested, 0.065% active; in the data active = activation above about 50%; inconclusive = mostly about 30% to 49%; note: 0% is about no effect
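Unstimulated transgenic mouse T cells; 60-min compound exposure; bead-based TCR/CD4/CD28 stimulation; 18 h culture, 37 degrees C; dual fluorescence (EGFP, DsRed) plate cytometry.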
EPAC1 antagonist: EPAC1 (human) antagonism; O95398; EPAC1 GEF assay, Rap1b-BODIPY-GDP exchange fluorescence; Potency, µM (titrated, usually from 115 µM), for inactives: top-dose activity change, negative = inhibition, actives largely listed as inhibitors; 360,000 tested, 0.14% active; AID 720709;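 note: potency is the fitted concentration of half-maximal effect; plate controls were vehicle for no effect and positive control for full effect; nearly all actives have a fitted effect of over 50% in size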
Target sequence (O95398 whole entry, looked up): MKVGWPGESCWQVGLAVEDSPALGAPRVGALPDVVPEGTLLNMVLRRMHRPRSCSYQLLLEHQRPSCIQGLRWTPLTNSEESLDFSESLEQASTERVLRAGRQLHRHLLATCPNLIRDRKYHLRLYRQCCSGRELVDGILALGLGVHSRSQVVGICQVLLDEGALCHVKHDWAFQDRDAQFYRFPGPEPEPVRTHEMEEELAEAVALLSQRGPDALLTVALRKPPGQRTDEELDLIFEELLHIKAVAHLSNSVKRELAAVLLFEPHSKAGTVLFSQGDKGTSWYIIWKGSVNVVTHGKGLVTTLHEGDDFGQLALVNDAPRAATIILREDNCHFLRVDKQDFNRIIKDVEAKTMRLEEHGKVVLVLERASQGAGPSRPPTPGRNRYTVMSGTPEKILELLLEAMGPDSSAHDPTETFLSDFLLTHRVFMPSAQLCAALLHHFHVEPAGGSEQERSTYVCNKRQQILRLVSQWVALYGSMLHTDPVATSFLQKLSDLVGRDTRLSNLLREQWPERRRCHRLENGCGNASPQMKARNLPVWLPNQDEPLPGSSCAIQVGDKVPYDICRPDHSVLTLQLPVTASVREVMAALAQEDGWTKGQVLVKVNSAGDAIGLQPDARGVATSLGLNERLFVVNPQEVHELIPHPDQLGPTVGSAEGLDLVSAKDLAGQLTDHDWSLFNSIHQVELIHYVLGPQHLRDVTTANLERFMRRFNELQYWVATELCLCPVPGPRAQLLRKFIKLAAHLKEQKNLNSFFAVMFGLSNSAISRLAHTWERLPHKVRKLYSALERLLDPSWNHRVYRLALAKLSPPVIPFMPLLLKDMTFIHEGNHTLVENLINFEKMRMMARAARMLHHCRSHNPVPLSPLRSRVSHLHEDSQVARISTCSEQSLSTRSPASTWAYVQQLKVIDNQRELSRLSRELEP
PI5P4K alpha inh: inhibitors of human PI5P4K alpha; PI5P4Kalpha enzyme, ADP-Glo luminescence, 60 min; stronger effect = lower value; max response, %; 330,000 tested, 1.2% active; active = max response of -50% or lower; inconclusive = between -30% and -50%; inactive = -30% or higher; note: value at the top dose of about 77 µM; % is set by controls: 0 for no effect and ±100 for the full control effect
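ADP-Glo luminescence end-point read after a 60 min room-temperature kinase reaction of PI5P4Kalpha plus substrate, initiated with ATP at 5 microM final. Buffer: 0.038 M HEPES pH 7.4, EGTA, 0.1% CHAPS, 5% DMSO.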
EPAC1 agonist: activates human EPAC1 exchange factor; 360,000 tested, 0.073% active; O95398; Potency, µM (doses to about 154 µM), without a hit: at the highest dose activation, usual class: activators; AID 720707; EPAC1 agonist qHTS, biochemical assay; response scale: 100% = response to 6.5 mM cAMP; note: potency is the fitted concentration of half-maximal effect; nearly all actives have a fitted effect of over 60% in size
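Normalized to 6.5 mM cAMP, activity reflects EPAC1-catalysed release of BODIPY-GDP from Rap1B, followed kinetically over 30 min at 480 nm excitation, 540 nm emission. Reaction contained 100 nM EPAC1, 250 nM Rap1B-BODIPY-GDP, 50 uM GDP.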
WRN inhibitor: inhibitors of human WRN helicase. Q14191. WRN helicase unwinding, fluorescent forked duplex, kinetic. Potency, µM (titrated, usually from 114 µM), for the others: at the top dose activity change, negative = inhibition, actives largely listed as inhibitors. 360,000 tested, 0.46% active; note: potency is the fitted concentration of half-maximal effect; % is set by controls: 0 for no effect and ±100 for the full control effect; nearly all actives have a fitted effect of over 55% in size
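Screening of the MLSMR collection measured strand separation of a quenched forked DNA duplex (100 nM) by 20 nM WRN with 2 mM ATP, all final. Compounds were preincubated with enzyme 15 min at room temperature.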
aSyn yeast inh: inhibitors of alpha-synuclein toxicity in yeast; Potency, µM (doses to about 46.1 µM), without a hit: at the highest dose growth rescue (activation), hits mostly activators; AID 652106; Yeast expressing alpha-synuclein, growth rescue, BacTiter-Glo, 24 h; 370,000 tested, 0.14% active; note: potency is the fitted concentration of half-maximal effect; % of control where 0% means no effect; nearly all actives have a fitted effect of over 65% in size
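Readout is rescue of growth in alpha-synuclein-expressing yeast, so inhibitors of toxicity appear as activators. Growth after 24 hr at 30 deg C in galactose medium is quantified by luminescence.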
FUS suppressor: rescues growth of FUS-expressing yeast. S. cerevisiae FUS-expressing, growth rescue, OD600, 24 h. Potency, µM (top dose mostly 76.6 µM), inactives show at the top dose growth rescue (activation), hits mostly activators. 390,000 tested, 0.24% active. AID 1347120;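 note: potency is the fitted concentration of half-maximal effect; plate controls were DMSO vehicle for no effect and reference control for full effect; nearly all actives have a fitted effect of over 55% in size; some results filed as inactive show a strong effect at the top dose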
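Read-out: OD at 600 nm after 24hr at 30C, reporting rescue of FUS-induced yeast toxicity. Cells at OD 0.005 in galactose (2%) minimal medium; compounds tested in a dilution series; CP55940 titration from 92uM final as control.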
An asterisk follows results filed as active; ? = inconclusive; . = not tested or not shown; & = joins results of further samples; [ ] = dose if it differs, or a comment. Unless noted, calls come from the whole dose curve; as a rule, active = well fitted curve in the direction sought with a large enough effect; inconclusive = small, poorly fitted or top-dose-only effect, or another doubt; inactive = no such curve, though single readings can be large; an effect the other way counts as inactive or inconclusive.

SMILES	Abeta yeast res	PLK1 PBD block	IL-2 act	EPAC1 antagonist	PI5P4K alpha inh	EPAC1 agonist	WRN inhibitor	aSyn yeast inh	FUS suppressor
COc1ccc(C(=O)NCCN2CCC(n3c(=O)[nH]c4ccccc43)CC2)cc1F	-12.9%	2.2%	-0.3	15.6%	-1.8	-2.2%	-0.5%	-0.5%	-0.2%
C[C@@H]1CCCCO[C@H](CN(C)C(=O)Cc2ccccc2)[C@H](C)CN([C@@H](C)CO)C(=O)c2cc(NC(=O)Nc3ccc(F)cc3)ccc2O1	-7.8%	-8.7%	4.5	32.3%[activator]	1.0	-15.3%	-5.0%	-3.8%	?
c1ccc(C[C@H]2CN=C(Nc3ccccc3)N2CC2CCCCC2)cc1	3.3%	-16.7%	-3.2	-3.4%	7.1	-4.9%	-31.1%	5.1%	-13.9%
Cc1ccc2c(c1)[C@H]1[C@H](CO2)[C@H](c2ccccc2)[C@]2(C)C(=O)Nc3cc(Cl)ccc3C(=O)N12	20.6%	3.3%	0.4	3.1%	-0.6	-5.6%	-2.8%	-11.4%	?
CCC(C)Nc1nc2c(c(=O)n(C)c(=O)n2C)n1Cc1ccc(F)cc1 (configuration not stated)	1.5%	-2.8%	-1.5	1.7%	.	-6.5%	1.0%	6.9%	21.4%
Cn1c(CNC(=O)CCNC(=O)c2cccc(F)c2)cc(=O)n(C)c1=O	-11.5%	-14.2%	-0.2	0.2%	3.2	1.2%	1.9%	-15.5%	1.0%
CCOC(=O)Nc1n[nH]c(NC(=O)OCC)c1[N+](=O)[O-]	-6.3%	-2.6%	-3.3	-2.6%	2.0	-1.6%	7.3%	5.1%	-19.7%
O=C(NCc1ccccc1)c1ccc(Oc2ccc(C(=O)NCc3ccccc3)cc2)cc1	4.3%	-6.5%	1.0	-7.1%	1.0	-1.2%	2.5%	9.2%	0.4%
N#Cc1cccc(CS(=O)(=O)c2ccc(Cl)cc2)c1	-3.6%	0.6%	1.4	2.3%	-3.9	-0.4%	2.5%	13.7%	-10.2%
CC(C)(C)N(Cc1ccccc1)C(=O)CN1C(=O)c2ccccc2S1(=O)=O	5.7%	-15.0%	1.3	2.4%	-6.6	-6.3%	2.8%	1.1%	10.3%
CCOc1ccccc1NC(=O)CN(c1cc(C)cc(C)c1)S(=O)(=O)c1c(C)noc1C	-9.7%	-7.2%	-1.9	0.7%	5.6	-6.3%	0.8%	-6.2%	-25.7%
Cc1cc2c(cc1S(=O)(=O)NCc1ccccc1Cl)OCCN2C	10.9%&-10.3%	4.1%	-2.5	-12.1%	4.8	10.4%	1.4%	0.6%	10.8%&7.4%
CCCC(=O)Nc1nnc(SCC(=O)N2C(C)CCCC2C)s1 (configuration not stated)	-9.6%	-7.4%	0.2	8.5%	-7.5	-3.0%	9.4%	-1.7%	8.0%
Cc1cc(NC(=O)CSc2nc3c(C)c(C)ccc3cc2C)no1	5.3%	0.1%	0.1	-7.2%	-3.2	7.0%	3.0%	-16.9%	-19.5%
CC(=O)c1c(C)[nH]c(C(=O)OCCOc2ccccc2)c1C	1.3%	-7.4%	-4.1	10.0%	1.4	-5.4%	2.2%	-0.8%	31.3%
Cc1cccc(Cn2c(O)c(N=NC(=S)Nc3ccccc3F)c3ccccc32)c1	20.4%	-4.3%	0.2	-2.6%	3.7	-2.0%	-3.1%	6.3%	1.8%
Nc1nc(-c2ccccc2)nc(-c2ccccc2O)n1	-6.5%	-2.1%	-2.3	-3.2%	36.5	25.3%	-9.5%	-0.2%	-17.5%
O=C(CCN1C(=O)C2CC=C(Cl)CC2C1=O)NCc1ccco1 (configuration not stated)	6.3%	-12.0%	-1.0	3.9%	-4.8	-7.2%	-11.3%	1.3%	14.1%
CCCN1C(=O)/C(=C/c2nc3ccccc3c(=O)[nH]2)c2ccccc21	-1.3%	-11.2%	-1.2	-14.8%	-11.7	5.1%	?	-2.7%	-4.8%
Cc1cccc(C)c1NC(=O)CN1CCN(C(=O)C2CCC2)CC1	-0.4%	-1.5%	0.5	-10.4%	-0.3	12.2%	2.6%	1.6%	-10.5%
CCOC(=O)N1CCN(S(=O)(=O)c2ccc3c4c(cccc24)C(=O)N3)CC1	17.7%	13.5%	-0.3	-6.5%	-4.9	1.9%	-0.2%	5.4%	11.9%
COc1ccc(CCC(=O)N2CCN(S(=O)(=O)c3ccc(OC(F)(F)F)cc3)CC2)cc1	-5.9%	-0.4%	-4.2	-2.8%	-9.7	16.9%	10.0%	14.8%	.
Cc1cccc(C(=O)OCC(=O)NC23CC4CC(CC(C4)C2)C3)c1O	-13.6%	-6.8%	-0.7	-13.6%	15.9	9.1%	-27.9%	-7.3%	40.1%
CN1C(=O)CC(C(=O)O)SC1=Nc1cc(Cl)cc(Cl)c1 (configuration not stated)	-14.3%	-11.4%	-1.7	-23.8%	-6.4	3.6%	5.5%	-2.6%	.
Cc1noc(C)c1S(=O)(=O)N(C)C[C@H]1Oc2ccc(NS(=O)(=O)c3cn(C)cn3)cc2C(=O)N([C@H](C)CO)C[C@@H]1C	-1.3%	-10.4%	0.8	-18.9%	4.2	-10.7%	-1.4%	-0.1%	6.2%
Cc1ccc(C(=O)N2CCNC(=O)C2CC(=O)Nc2ccccc2)cc1 (configuration not stated)	-3.9%	-8.2%	-1.4	-4.2%	1.3	-0.3%	-3.9%	7.3%	6.1%
NC(=O)Cn1cc(/C=N\NS(=O)(=O)c2ccccc2)c2ccccc21	9.7%	4.0%	-2.9	-1.5%	-4.0	1.9%	-9.8%	3.8%	-15.8%
CCn1c(SCC(=O)N2CCN(C)CC2)nc2c1c(=O)n(C)c(=O)n2C	-2.9%	-3.9%	0.1	-6.7%	-1.8	-1.7%	3.5%	5.8%	4.1%
O=C(O)C(Cc1ccccc1)n1c(=S)[nH]c2ccccc2c1=O (configuration not stated)	-13.0%	?	-1.8	-1.5%	0.3	-4.9%	-1.0%	0.8%	15.1%
CC1Cc2ccccc2N1C(=O)CSc1nc2ccccc2n1CC(=O)N1CCOCC1 (configuration not stated)	-9.4%	-4.4%	-0.6	-4.2%	.	5.3%	-14.1%	1.6%	26.9%
CCC(=O)Nc1ccc(NC(=O)CSc2nnnn2-c2cccnc2)cc1C	5.6%	-13.2%	0.1	10.0%	.	2.0%	-6.1%	-1.2%	6.1%
CCc1cc(-c2cnnn2CCc2c[nH]c3ccccc23)ccc1-c1cn(CC(C)C)nn1	13.7%	-3.6%	-0.7	?	0.3	-7.8%	-6.1%	3.6%	38.6%
CC(NC(=O)CCCOc1ccc(Cl)cc1)c1ccccc1 (configuration not stated)	24.8%	-9.2%	-0.8	-5.4%	2.7	-3.7%	-2.4%	6.2%	-1.7%
CC(C1CC1)N(C(=O)c1ccccc1[N+](=O)[O-])c1ccccc1 (configuration not stated)	9.4%	-21.1%	-2.8	2.5%	-2.6	1.1%	-7.9%	1.6%	-4.1%
O=C(/C=C/c1ccco1)Nc1cccc(-c2nc3ccccc3[nH]2)c1	?	-19.8%	3.0	?	-28.5	17.8%	-8.0%	-5.6%	.
CCCCN(C(=O)CN1C(=O)C2CC=CCC2C1=O)c1c(N)n(CCC)c(=O)[nH]c1=O (configuration not stated)	11.8%	-3.8%	0.2	5.0%	0.9	1.2%	2.2%	.	-11.3%
Cc1ccc(-n2nc3c(=O)n(CC(=O)NCCc4cccs4)nc(C)c3c2C)cc1	6.9%	-19.8%	-3.9	-1.5%	-0.1	19.8%	-2.7%	-1.2%	-8.4%
O=C(COc1ccc(Br)cc1Cl)NCCCN1CCOCC1	5.2%	2.0%	-1.7	10.7%	5.9	-1.7%	-19.8%	22.7%	.
Cc1ccc2nc(C)cc(SCC(=O)N/N=C/c3ccco3)c2c1	6.0%	-7.3%	-0.7	-3.5%	1.1	10.9%	-13.2%	0.6%	3.1%
CCN(CC(=O)N1CCOCC1)S(=O)(=O)c1ccc2ccccc2c1	15.0%	-1.6%	-0.2	10.4%	-0.1	12.7%	-2.8%	1.7%	3.9%
COc1ccc(CN(C)S(=O)(=O)c2nnc(NC(=O)c3cccc(F)c3)s2)cc1OC	6.2%	-16.8%	0.1	-18.1%	-18.3	-2.4%	-15.6%	-3.9%	36.8%
COc1ccc(/C=C(/C#N)C(=O)NC2CCCCC2)cc1Br	12.8%	-2.4%	-1.8	6.1%	-1.1	-3.0%	-2.0%	-0.8%	-9.9%
O=C(c1ccccn1)N(CC1CCCO1)C1(C(=O)NC2CCCCC2)CCCCC1 (configuration not stated)	6.6%	-5.3%	-2.4	8.2%	-3.1	-6.8%	3.6%[57.1 µM]	-8.3%	15.0%
O=C(Nc1ccc2nc(N3CCOCC3)sc2c1)c1ccccc1	-1.5%	2.0%	0.0	10.3%	4.9	7.2%	4.0%	2.0%	2.8%
Cc1ccc2nc3c(cc(C(=O)NCC4CCCO4)c(=N)n3C3CCCC3)c(=O)n2c1 (configuration not stated)	-13.0%	-14.4%	0.1	-12.2%	-0.1	-4.3%	0.0%	-2.1%	18.8%
CC(NC(=O)c1ccc2nc(Cc3cccc(Cl)c3)oc2c1)c1ccncn1 (configuration not stated)	-1.9%	4.0%	-1.8	4.1%	4.4	-4.0%	-2.8%	0.0%	8.0%
C=C1CCN([C@H](C(=O)Nc2ccc(OC)cc2)C(C)C)S(=O)(=O)c2ccccc21	-22.6%	-19.5%	0.0	-7.6%	0.0	0.9%	2.8%	12.3%	11.9%

Bioassay records deposited in PubChem BioAssay by National Center for Advancing Translational Sciences (NCATS).
